CHRM4 PAM: human M4 muscarinic receptor positive allosteric modulators, primary screen, CHO-K1 cells, Fluo-8 calcium fluorescence. activation, % at 3 µM. hit rate 0.4% among 360,000. Muscarinic acetylcholine receptor M4 (Homo sapiens), P08173. CHO-K1 hM4/Gqi5, ACh EC20; 0% = ACh EC20, 100% = maximal ACh;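 active = activation above its plate's cutoff, the mean activation of sample wells plus 3 SD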; note: some results filed as inactive read as strong as hits
Target sequence (P08173 whole entry, looked up): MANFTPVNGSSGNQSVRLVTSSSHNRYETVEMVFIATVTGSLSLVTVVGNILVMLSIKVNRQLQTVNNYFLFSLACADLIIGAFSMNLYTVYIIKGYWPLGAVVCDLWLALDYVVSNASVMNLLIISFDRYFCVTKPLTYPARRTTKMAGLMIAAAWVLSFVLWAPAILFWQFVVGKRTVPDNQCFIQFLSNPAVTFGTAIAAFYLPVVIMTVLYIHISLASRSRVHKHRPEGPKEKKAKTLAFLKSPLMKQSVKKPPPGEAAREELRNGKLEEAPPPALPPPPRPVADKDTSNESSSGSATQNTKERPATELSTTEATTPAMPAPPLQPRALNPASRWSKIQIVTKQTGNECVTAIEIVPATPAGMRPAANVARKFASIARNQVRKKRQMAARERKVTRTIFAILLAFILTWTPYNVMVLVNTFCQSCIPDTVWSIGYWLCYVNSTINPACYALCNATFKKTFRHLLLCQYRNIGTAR
M1 PAM: human M1 muscarinic receptor positive allosteric modulators, primary screen, CHO-K1 cells, Fluo-8 calcium fluorescence, 1536-well. Muscarinic acetylcholine receptor M1 (Homo sapiens), P11229. CHO-K1 hM1, ACh EC20; 0% = ACh EC20, 100% = maximal ACh. activation, % at 3 µM. hit rate 0.088% among 360,000; in the data active = activation above about 19%, passing the limit was not always enough
M1 antag: human M1 muscarinic receptor antagonists, primary screen, CHO-K1 cells, Fluo-8 calcium fluorescence, 1536-well | Muscarinic acetylcholine receptor M1 (Homo sapiens), P11229 | CHO-K1 hM1, ACh EC80 antagonist | inhibition, % at 3 µM | hit rate 1.3% among 360,000 | AID 588852, 2011;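 active = percent inhibition above its own plate's cutoff, namely the mean of that plate's compound wells plus 3 SD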;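 note: peak over basal fluorescence ratio during 140 s after agonist addition; 0% = ACh EC80 plus DMSO and 100% = DMSO alone without agonist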
M4 ag: human M4 muscarinic receptor agonists, primary screen, CHO-K1 cells, Fluo-8 calcium fluorescence; CHO-K1 hM4/Gqi5; vehicle 0%, full acetylcholine response 100%; activation, % at 3 µM; hit rate 0.14% among 360,000; AID 624127, 2012;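 active = activation above the run mean over all test wells plus 3 SD, cut at about 32% in these data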;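 note: peak over basal fluorescence ratio per well then scaled between controls; 0% = DMSO wells and 100% = acetylcholine at EC100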
CHRM5 agonist: human M5 muscarinic receptor agonists, primary screen, CHO-K1 cells, Fluo-8 calcium fluorescence; hit rate 0.19% among 360,000; activation, % at 3 µM; Muscarinic acetylcholine receptor M5 (Homo sapiens), P08912; CHO-K1 hM5 cells; 0% DMSO wells, 100% maximal acetylcholine response;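 active = activation above the run's mean over test compounds plus 3 SD, cut at about 23% in these data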;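 note: signal is peak over basal fluorescence ratio across the kinetic read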
Target sequence (P08912 whole entry, looked up): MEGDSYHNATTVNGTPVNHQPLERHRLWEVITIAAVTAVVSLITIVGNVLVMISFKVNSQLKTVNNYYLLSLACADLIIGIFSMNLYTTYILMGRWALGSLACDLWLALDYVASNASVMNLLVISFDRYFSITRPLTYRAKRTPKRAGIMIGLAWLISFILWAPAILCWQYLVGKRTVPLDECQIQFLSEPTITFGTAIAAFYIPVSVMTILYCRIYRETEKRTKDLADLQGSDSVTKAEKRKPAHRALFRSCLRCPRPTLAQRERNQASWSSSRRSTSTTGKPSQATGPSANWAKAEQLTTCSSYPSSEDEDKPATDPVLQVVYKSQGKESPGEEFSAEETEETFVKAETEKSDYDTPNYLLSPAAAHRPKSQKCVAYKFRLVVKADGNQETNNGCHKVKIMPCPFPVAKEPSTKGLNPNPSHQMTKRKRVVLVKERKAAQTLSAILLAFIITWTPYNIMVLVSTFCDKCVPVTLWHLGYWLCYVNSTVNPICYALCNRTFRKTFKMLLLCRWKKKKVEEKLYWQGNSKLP
CHRM5 antagonist: human M5 muscarinic receptor antagonists, primary screen, CHO cells, Fluo-8 calcium fluorescence; CHO-hM5 cells, ACh EC80; AID 624040, 2012; Muscarinic acetylcholine receptor M5 (Homo sapiens), P08912; hit rate 0.59% among 360,000; inhibition, % at 3 µM;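 active = inhibition above a per-plate cutoff, the mean of that plate's test compounds plus 3 SD, cut at about 27% in these data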;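 note: 0% = acetylcholine EC80 with DMSO and 100% = DMSO without agonist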
CRFR2-BP ag: agonists of CRF-BP/CRF-R2 complex, primary screen, cell-based, HEK293, calcium dye fluorescence, uHTS | activation, % at 13.2 µM | calcium dye fluorescence (FLIPR); percent of saturating CRF peptide response | hit rate 0.46% among 350,000;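 active = activation of at least 50%, plus an integration ratio under a set limit after plate pattern correction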;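 note: plate controls were neutral control wells without compound for no effect and CRF at EC100 for full effect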
CHRM4 antagonist: human M4 muscarinic receptor antagonists, primary screen, CHO cells, Fluo-8 calcium fluorescence; hit rate 0.73% among 360,000; CHO-hM4 cells, ACh EC80; inhibition, % at 3 µM; Muscarinic acetylcholine receptor M4 (Homo sapiens), P08173;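 active = inhibition above its plate's cutoff, the mean inhibition of sample wells plus 3 SD, cut at about 27% in these data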;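 note: 0% = acetylcholine EC80 with DMSO and 100% = DMSO without agonist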
CHRM5 PAM: human M5 muscarinic receptor positive allosteric modulators, primary screen, CHO-K1 cells, Fluo-8 calcium fluorescence. Muscarinic acetylcholine receptor M5 (Homo sapiens), P08912. CHO-K1 hM5, ACh EC20 PAM; 0% = ACh EC20, 100% = ACh EC100. activation, % at 3 µM. hit rate 0.3% among 360,000. AID 624038, 2012;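 active = activation above the run cutoff, the mean activation of all test compounds plus 3 SD, cut at about 18% in these data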
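Assay system – human M5 receptor in CHO-K1 cells · Read-out – % activation, ACh-normalized · Technique – Fluo-8 calcium fluorescence · Dosing – single-point, 3 µM nominal · Incubation – Fluo-8 loading 80 min at 37 °C plus 30 min room temperature · Repeats – singlicate, one well per test compound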
* hit, by the source's call; . = no result given.

Assay codes – A = CHRM4 PAM; B = M1 PAM; C = M1 antag; D = M4 ag; E = CHRM5 agonist; F = CHRM5 antagonist; G = CRFR2-BP ag; H = CHRM4 antagonist; I = CHRM5 PAM
> COc1c(C)cc(C(=O)C2CCCN(Cc3c(C)n(C)n(-c4ccccc4)c3=O)C2)cc1C (stereo not given)
  A: -2; B: -24; C: 8; D: 0; E: -10; F: 11; G: -0.4; H: 2; I: -4
> CC(C)CN(C(=O)COC(=O)CSc1ccc([N+](=O)[O-])cc1)C1CCS(=O)(=O)C1 (stereo not given)
  A: 4; B: 6; C: -8; D: 3; E: 2; F: -3; G: 0.7; H: -12; I: -3
> O=C(CC[C@H]1O[C@@H](n2ccc(=O)[nH]c2=O)[C@H](O)[C@@H]1O)NCC1CCCO1 (stereo not given in full)
  A: -1; B: 5; C: -9; D: 1; E: 0; F: 5; G: .; H: 3; I: 2
> CCOC(=O)Nc1ccc2c(c1)N(C(=O)N(CC)CC)c1ccccc1CC2
  A: -3; B: 1; C: 3; D: -1; E: -6; F: -1; G: -2.1; H: 12; I: 1
> CC(C)OC(=O)/C(C#N)=C/c1cn(C)c2ccccc12
  A: 12; B: 7; C: -13; D: 2; E: -6; F: 3; G: 0.5; H: -2; I: 0
> Clc1ccc(-c2cnn3c(-c4ccncc4)ccnc23)cc1
  A: 0; B: -1; C: 6; D: 2; E: 2; F: 8; G: -1.6; H: 6; I: -1
> CCCCCCOc1ccc(N2C(=O)CC(NCc3ccc(S(N)(=O)=O)cc3)C2=O)cc1 (stereo not given)
  A: -9; B: 7; C: -6; D: 1; E: -1; F: 9; G: 1.1; H: 6; I: -3
> CCOCCCn1c(C)nc2c(c1=O)c1nc3ccccc3nc1n2-c1ccc(C)cc1
  A: -1; B: -6; C: 10; D: 1; E: 0; F: 3; G: -10; H: 6; I: -5
> COC(=O)CSc1nnc(Cc2ccccc2)n1-c1ccc(C)cc1
  A: 8; B: 9; C: -13; D: 1; E: -9; F: -2; G: 0.3; H: 5; I: -3
> O=C(Nc1ccc(-c2nc3ccccc3[nH]2)cc1)c1cccc(N2C(=O)CCC2=O)c1
  A: 8; B: 2; C: 2; D: 0; E: -2; F: 12; G: -1.2; H: -6; I: -8

The closing 3 entries of the section above open the next one.
Assay codes – A = CHRM4 PAM; B = M1 PAM; C = M1 antag; D = M4 ag; E = CHRM5 agonist; F = CHRM5 antagonist; G = CRFR2-BP ag; H = CHRM4 antagonist; I = CHRM5 PAM
> CCOCCCn1c(C)nc2c(c1=O)c1nc3ccccc3nc1n2-c1ccc(C)cc1
  A: -1; B: -6; C: 10; D: 1; E: 0; F: 3; G: -10; H: 6; I: -5
> COC(=O)CSc1nnc(Cc2ccccc2)n1-c1ccc(C)cc1
  A: 8; B: 9; C: -13; D: 1; E: -9; F: -2; G: 0.3; H: 5; I: -3
> O=C(Nc1ccc(-c2nc3ccccc3[nH]2)cc1)c1cccc(N2C(=O)CCC2=O)c1
  A: 8; B: 2; C: 2; D: 0; E: -2; F: 12; G: -1.2; H: -6; I: -8
> O=C1C(=Cc2cccc(O)c2O)SC(=S)N1CCCN1CCOCC1
  A: -5; B: 6; C: -10; D: 0; E: 1; F: 7; G: 0.5; H: 1; I: -5
> COc1cc(C2NC(=O)C(C#N)=C(S)N2c2ccccc2)ccc1OC(C)C (stereo not given)
  A: 9; B: 4; C: -5; D: 0; E: -1; F: 1; G: 2.6; H: 2; I: 2
> Cc1ccc(S(=O)(=O)NC(=O)NCc2ccc3c(c2)OCO3)cc1
  A: -3; B: -1; C: 11; D: 0; E: -6; F: -2; G: -0.1; H: 2; I: -4
> COC(C[C@@H](O)[C@H](C)[C@H](O)COCc1ccccc1)OC
  A: -1; B: 19; C: -31; D: 0; E: -1; F: 15; G: -0.5; H: 2; I: -1
> CCOC(=O)c1[nH]c2ccccc2c1NC(=O)c1nonc1C
  A: 9; B: -5; C: -3; D: -1; E: -7; F: 5; G: -0.5; H: -25; I: -7
> CCOC(=O)c1[nH]cnc1C(=O)N[C@@H](C)c1ccccc1
  A: 6; B: 15; C: 4; D: 1; E: 3; F: 4; G: -0.6; H: -9; I: 4
> CC(C)NC(=O)N(C)C[C@H]1Oc2ccc(NC(=O)c3ccncc3)cc2C(=O)N([C@H](C)CO)C[C@@H]1C
  A: 21; B: 10; C: -16; D: 0; E: 9; F: 7; G: 1.4; H: -3; I: 1
> c1ccc(-c2nn3c(Cn4nnc5ccccc54)nnc3s2)nc1
  A: 5; B: 8; C: -1; D: 1; E: -3; F: 0; G: 0.1; H: 13; I: -1
> COc1ccc(Cc2c(C(C)(C)C)nc3ccc(C)cn23)c(C)c1
  A: 6; B: 8; C: -42; D: 2; E: -1; F: -2; G: .; H: -3; I: 9
> O=C(NCc1ccncc1)c1cc(-c2ccc(Cl)cc2)oc1C(F)(F)F
  A: -6; B: 16; C: -11; D: 11; E: 4; F: -5; G: -0.3; H: -4; I: 8
> Cc1ccc(-n2nc3c(c2NC(=O)C(C)(C)C)CS(=O)(=O)C3)cc1
  A: 5; B: 1; C: 6; D: 1; E: -2; F: 0; G: 0.7; H: 3; I: 3
> O=S1(=O)CC(N2CC=CC2)CN1Cc1cn(Cc2ccc(Cl)cc2)nn1 (stereo not given)
  A: 5; B: .; C: .; D: 1; E: 2; F: -5; G: .; H: 0; I: 2
> O=C(NCc1ccc2c(c1)OCO2)C1CCCN1C(=O)Nc1ccc(F)cc1 (stereo not given)
  A: 18; B: 7; C: -13; D: 0; E: 0; F: -7; G: 1.2; H: -9; I: 0
> COc1ccc(S(=O)(=O)N2CCCC(C(=O)NCc3ccncc3)C2)cc1 (stereo not given)
  A: -3; B: -7; C: 10; D: 0; E: -2; F: 5; G: -3.2; H: 1; I: -1
> Cc1ccnc(SCc2cc(=O)c(OC(=O)c3ccc(S(=O)(=O)N4CCCC4)cc3)co2)n1
  A: -5; B: 1; C: -1; D: 1; E: -2; F: -5; G: -1.1; H: -7; I: -2
> O=C(Nc1ccc2c(c1)OCCO2)C(c1ccccc1F)n1c(=O)c(-c2ccco2)nc2ccccc21 (stereo not given)
  A: 4; B: .; C: .; D: 2; E: 3; F: 1; G: .; H: 2; I: 2
> CC(NC(=O)c1ccccc1)C(=O)NNC(=O)c1ccccc1Cl (stereo not given)
  A: 3; B: -4; C: 9; D: 0; E: 3; F: 6; G: -1.7; H: 7; I: -4
> CC(C)(O)c1cc2ccc(C#CCCN3C(=O)c4ccccc4C3=O)cc2c(=O)o1
  A: 4; B: 12; C: -5; D: 6; E: 6; F: 5; G: 3.4; H: 2; I: -3
> COc1cccc(C(=O)CSc2nc3cccnc3n2C)c1
  A: -4; B: 3; C: -5; D: 7; E: 4; F: 4; G: -2.9; H: 6; I: -8
> COc1cccc(C(=O)NCC(=O)OCC(=O)Nc2ncc(Cl)cc2Cl)c1
  A: 0; B: 8; C: -2; D: 1; E: -2; F: 1; G: -0.4; H: -9; I: 0
> Cc1ccc(NC(=O)CN2C(=O)NC3(CCCc4ccccc43)C2=O)c(C)c1 (stereo not given)
  A: 11; B: 6; C: -18; D: 3; E: 6; F: -8; G: -1.1; H: -16; I: 4
> CSc1ccc(/C=C(/NC(=O)c2ccc(C)cc2)C(=O)Nc2cccc(C)c2)cc1
  A: 2; B: 9; C: -8; D: 0; E: -1; F: 2; G: 1.6; H: 6; I: -2
> Cc1ccccc1NC(=S)N/N=C/C(C)c1ccccc1 (stereo not given)
  A: 3; B: 9; C: -7; D: 0; E: -12; F: 0; G: 5.0; H: -9; I: 9
> COc1ccccc1C(=O)NNC(=O)C1CCCO1 (stereo not given)
  A: 8; B: 12; C: -3; D: 1; E: -1; F: -1; G: 2.2; H: -5; I: 7
> CCOC(=O)C1=C[C@@H](C(C)(C)C)N(S(=O)(=O)c2ccc([N+](=O)[O-])cc2)[C@H]1c1ccccc1
  A: -10; B: -12; C: 24; D: 2; E: 1; F: 8; G: .; H: 7; I: -9
> O=C(COCc1ccccc1)N[C@@H](Cc1ccc(O)cc1)C(=O)O
  A: 1; B: 6; C: -2; D: 1; E: 0; F: 21; G: -1.3; H: 3; I: -10
> O=C(Cc1ccc(Cl)cc1)OCC(=O)N1CCCCCC1
  A: 6; B: 10; C: -23; D: 1; E: -3; F: 7; G: 0.2; H: -1; I: -2
> COC(=O)c1ccc(NC(=O)CCN2CCN(Cc3ccccc3)CC2)cc1
  A: -2; B: 11; C: -8; D: 2; E: -2; F: 7; G: 1.5; H: 10; I: -5
> Cn1ccnc1SCCNC(=O)CCc1nnc(CCCCc2ccccc2)o1
  A: -4; B: 4; C: 1; D: 1; E: 2; F: 11; G: -1.4; H: 4; I: 2
> COc1ccc(CCNC(=O)CSc2nncs2)cc1
  A: 4; B: 12; C: -17; D: 1; E: 0; F: 2; G: -2.4; H: 1; I: -3
> CC1CCc2c(sc3nc(CSc4n[nH]c(N)n4)[nH]c(=O)c23)C1 (stereo not given)
  A: 10; B: 12; C: -14; D: 3; E: 1; F: 0; G: -3.3; H: -9; I: -1
> CCCOC(=O)C1C2C=CC(C3CC23)C1C(=O)OCC(=O)c1ccccc1 (stereo not given)
  A: 5; B: 4; C: 2; D: 5; E: 2; F: 12; G: -0.3; H: -10; I: -11
> CCc1nc(C)cn1S(=O)(=O)c1cc(C)c(OC)cc1C
  A: 2; B: 4; C: -10; D: 1; E: 2; F: 6; G: -0.3; H: -3; I: -3
> O=C(c1ccc(Cl)cc1Cl)N1CCN(c2ccccn2)CC1
  A: 1; B: 7; C: -13; D: 3; E: 2; F: 5; G: -1.1; H: 10; I: 4
> C=CCn1c(=O)c2ccccc2n2c(SCC(=O)NCc3cccs3)nnc12
  A: -1; B: -4; C: 11; D: 2; E: -2; F: -2; G: -0.6; H: -8; I: -1
> O=C(CCOc1ccccc1)Nc1ccccc1
  A: 9; B: 7; C: -7; D: 1; E: 1; F: -1; G: -1.3; H: 0; I: 1
> COc1ccc(CCNC(=O)CSc2ccccc2)cc1OC
  A: 3; B: 10; C: -9; D: 0; E: -1; F: 8; G: -3.4; H: 3; I: -4

Source: PubChem BioAssay (several laboratories)
